# NR5A2 inv ag = NR5A2 inverse agonism in reporter assay; HEK293T StAR-luciferase reporter, LRH-1 transfected, 24 h; inhibition, % at 3.6 µM; 0.13% of 360,000 active; AID 602396;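 active means inhibition above the mean inhibition of all tested compounds plus 3 SD, cut at about 73% in these data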;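 further: 0% = DMSO wells and 100% = reporter-only cells lacking LRH-1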
# TRAIL sens C8 = sensitizes caspase-8 expressing cells to TRAIL | 1% of 360,000 active | NB7+C8 cells + TRAIL, ATPlite viability luminescence | inhibition (viability loss, TRAIL sensitization), % at 10 µM;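 active means compounds causing at least 50% loss of cell viability in the single-dose screen, relative to plate controls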
# TWEAK Fn14 block = inhibitors of TWEAK-Fn14 interaction signaling; TWEAK-stimulated Fn14 reporter cells, luciferase luminescence, 8 h; inhibition, % at 10 µM; 2% of 360,000 active; in the data active means inhibition above about 50%
# COUP-TFII inh = inhibitors of human COUP-TFII (NR2F2); P24468; HEK293T NGFI-A luciferase reporter, luminescence; inhibition, % at 8.6 µM; 0.7% of 370,000 active; AID 686940;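 active means inhibition above a per-plate cutoff, mean inhibition of test wells between control levels plus 3 SD, cut at about 38% in these data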;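 further: cells cotransfected with COUP-TFII expression vector driving the NGFI-A reporter; 0% = median of COUP-TF2 test wells and 100% = reporter-only cells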
# TROY NFkB inh = TROY signaling inhibition. Q293 LMP1-TROYcd NF-kB luciferase reporter, 4 h. AID 1347056. inhibition, % at 10 µM. 0.98% of 360,000 active;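 active means compounds whose plate-normalised and pattern-corrected inhibition of the luciferase reporter signal at the single screening dose is 50% or more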
# EBV LMP1 NFkB = Epstein-Barr LMP1 NF-kappaB reporter inhibition. AID 504558. 0.69% of 350,000 active. LMP1-induced NF-kappaB luciferase reporter cells, luminescence. inhibition, % at 12.5 µM; in the data active means inhibition above about 41%;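 further: 0% = neutral control wells and 100% = reference inhibitor control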
# CF NFkB block = cystic fibrosis NF-kB activation inhibition; inhibition, % at 5 µM; KKLEB NF-kB-GFP reporter, PAF-induced, GFP fluorescence overnight; AID 588850; 0.86% of 360,000 active;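 active means at least 50% inhibition at 5 µM, scaled per plate between neutral and stimulator controls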;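 further: PAF is a Pseudomonas aeruginosa culture filtrate used as stimulus; plate controls were PAF-stimulated DMSO wells for no effect and unstimulated DMSO wells for full effect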
# NCOA1 inh = inhibits human SRC1 coactivator; HEK293 GAL4-SRC1 luciferase reporter, luminescence; Q15788; 0.12% of 360,000 active; inhibition, % at 3.6 µM;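 active means inhibition above the campaign mean plus 3 SD, with each screening campaign given its own cutoff, cut at about 60% in these data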;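 further: 0% = DMSO treated cells and 100% = gossypol at 36 µM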
# KKLEB cytotox = counter-screen for CF NF-kB inhibitors: cytotoxicity; 0.36% of 360,000 active; KKLEB CF airway cells viability, ATPlite luminescence, overnight; stronger effect = lower value; cells stimulated with P. aeruginosa culture filtrate; activity change (cytotoxicity), % at 5 µM;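 active means corrected activity change at or below -50% at 5 µM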
# SRC3 inh = inhibitors of human steroid receptor coactivator 3 (SRC3) | inhibition, % at 3.6 µM | HEK293 GAL4-SRC3 luciferase reporter, luminescence | Q9Y6Q9 | AID 588352 | 0.17% of 360,000 active;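 active means inhibition above a per-campaign cutoff, the mean of all compounds plus 3 SD, cut at about 60% in these data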;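 further: 0% = DMSO-treated cells and 100% = gossypol-treated cells at 36 µM; higher means less SRC3-driven luciferase light from the GAL4 reporter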
# NCOA2 inhibitor = human SRC2 (NCOA2) inhibition; Q15596; HEK293 GAL4-SRC2 luciferase reporter, luminescence; inhibition, % at 9 µM; 0.17% of 370,000 active; AID 651957;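 active means inhibition above the mean inhibition of all tested compounds plus 3 SD, set per campaign, cut at about 52% in these data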;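 further: 0% = DMSO treated cells and 100% = cells given Gossypol at 36 µM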
# * marks the source's active call; other numbers are inactive results; . = no result given.
smiles,NR5A2 inv ag,TRAIL sens C8,TWEAK Fn14 block,COUP-TFII inh,TROY NFkB inh,EBV LMP1 NFkB,CF NFkB block,NCOA1 inh,KKLEB cytotox,SRC3 inh,NCOA2 inhibitor
CCOc1ccc(S(=O)(=O)N(CC(=O)NC2CCCCC2C)Cc2ccco2)cc1 (stereo not drawn),15,7,6,8,-26,7,1,12,5,18,-9
O=S1(=O)C=C(Sc2nc3cc(Cl)ccc3o2)c2ccccc21,-5,12,64*,.,28,-9,88*,-21,-100*,22,.
CN(C)/C=C1\N=C(c2cccnc2Oc2ccc(Cl)cc2)OC1=O,36,-4,-1,-14,2,4,7,-1,-11,17,-11
COc1ccc(C(=O)OCC(=O)Nc2c(C)n(C)n(-c3ccccc3)c2=O)cc1,-4,-15,5,-4,-1,1,-6,-4,5,8,15
COC(=O)c1c(NC(=O)CCCC(=O)O)sc2c1CCC2,-14,-4,8,-2,4,0,-1,-4,-3,4,3
Cc1cc(C)nc(OC(C(=O)O)C(OCCc2ccccc2)(c2ccccc2)c2ccccc2)n1 (stereo not drawn),12,13,16,14,26,2,-7,21,6,16,-12
COc1ccc(-c2nn(-c3ccccc3)cc2C(=O)N2CCOCC2)cc1,1,4,5,14,-9,-2,-17,8,8,9,-12
Cc1ccc(CNS(=O)(=O)c2ccc3c(c2)n(C)c(=O)c(=O)n3C)cc1,8,2,-2,-10,-6,5,-4,-19,6,-3,0
O=C(C1CCN(S(=O)(=O)c2c(Cl)cccc2Cl)CC1)N1CCCCCCC1,1,-11,-22,9,5,-7,7,-35,-6,14,29
COc1cc(C(=O)Nc2ccc(-c3nc4cc(C)ccc4o3)c(O)c2)cc(OC)c1OC,-31,3,52*,4,2,12,20,-6,-17,9,-4
C=CCn1c(SCC(=O)c2cccs2)nc2sc(C)c(C)c2c1=O,-12,8,5,7,10,-4,14,-6,-12,-12,14
CCC1Oc2ccccc2N(CC(=O)NCCN2C(C)CCCC2C)C1=O (stereo not drawn),11,3,-21,4,2,-7,-6,1,8,-22,-1
C/C(=N\NC(=O)c1ccc(Cn2cc(Br)cn2)o1)c1cccc(NC(=O)C(C)(C)C)c1,-11,-3,-35,-17,-24,3,0,-18,-7,-40,-36
Cc1ccnc(NC(=O)c2cccc(NC(=O)Cc3ccccc3)c2)c1,-16,1,-27,6,-19,-21,-8,-28,8,-9,-9
Cn1cccc1CC(=O)NNC(=S)NC(=O)c1ccccc1Br,-9,1,0,16,5,5,2,1,-14,5,-4
CC(C)CN(C(=O)COC(=O)CCCc1c[nH]c2ccccc12)c1c(N)n(Cc2ccccc2)c(=O)[nH]c1=O,17,8,-8,-6,13,2,9,-9,2,5,-20

# Arranged by length of the SMILES (descending): part of the list above
smiles,NR5A2 inv ag,TRAIL sens C8,TWEAK Fn14 block,COUP-TFII inh,TROY NFkB inh,EBV LMP1 NFkB,CF NFkB block,NCOA1 inh,KKLEB cytotox,SRC3 inh,NCOA2 inhibitor
CC(C)CN(C(=O)COC(=O)CCCc1c[nH]c2ccccc12)c1c(N)n(Cc2ccccc2)c(=O)[nH]c1=O,17,8,-8,-6,13,2,9,-9,2,5,-20
COc1cc(C(=O)Nc2ccc(-c3nc4cc(C)ccc4o3)c(O)c2)cc(OC)c1OC,-31,3,52*,4,2,12,20,-6,-17,9,-4
C=CCn1c(SCC(=O)c2cccs2)nc2sc(C)c(C)c2c1=O,-12,8,5,7,10,-4,14,-6,-12,-12,14

# Continued:
smiles,NR5A2 inv ag,TRAIL sens C8,TWEAK Fn14 block,COUP-TFII inh,TROY NFkB inh,EBV LMP1 NFkB,CF NFkB block,NCOA1 inh,KKLEB cytotox,SRC3 inh,NCOA2 inhibitor
Cc1ccc(Oc2ccc(OCC(=O)NC(C)C(=O)O)cc2)cc1 (stereo not drawn),-10,-9,5,-6,4,-7,7,1,-15,6,-5
COc1ccc(Cl)cc1S(=O)(=O)N1CCN(CC(=O)C(C)(C)C)CC1,9,-10,-6,-4,6,4,3,-15,0,8,-5
Cn1c(Cn2c(=O)sc3ccccc32)nnc1SCc1ccc(F)cc1,-23,3,2,8,10,-1,10,3,-27,-20,6
C=CCNc1cccc(Br)c1,-4,3,5,2,4,-3,-4,2,1,-8,-29
Cc1ccc(C(=O)CN(C(=O)c2ccc(Cl)cc2)N2C(=O)CCC2=O)cc1,-9,1,15,-14,7,4,2,-8,2,16,-8
O=C(Nc1c(F)cc(F)cc1Br)c1cccnc1,4,-5,-2,13,-2,28,5,-13,0,11,10
O=C(NNC(=S)NC(=O)c1ccc(Br)cc1)c1cccc([N+](=O)[O-])c1,-17,22,-22,-20,17,-1,15,-13,-8,-10,-10
CC(C)(Oc1ccc(F)cc1)C(=O)OCC(=O)c1ccc(S(C)(=O)=O)cc1,-3,-15,-13,-1,-7,4,-6,-21,-4,-15,-7
CCOC(=O)/C(C#N)=C/c1cn(CCC(=O)O)nc1-c1ccccc1,7,0,6,-1,-6,8,4,-32,6,1,-23
Nc1ccc(C(=O)N2CCN(S(=O)(=O)/C=C/c3ccccc3)CC2)cc1[N+](=O)[O-],-2,-8,11,-9,2,1,3,-2,-3,-4,-12
COc1ccc(N2C(=O)C3CCCN3C2c2cccc(OC)c2OC)cc1 (stereo not drawn),-7,-14,-15,-15,-7,-6,9,-1,-17,9,-19
CCN(CC)S(=O)(=O)c1ccc(OC)c(N)c1,12,0,3,7,-9,6,-8,-17,2,15,-6
O=C(NCC(=O)N1CCN(C(c2ccccc2)c2ccccc2)CC1)c1ccc(Br)o1,-28,7,-52,22,-3,4,-17,-28,2,10,-7
CC(C)(C)OC(=O)N/N=C\c1ccc[nH]1,-5,2,-14,-11,8,-4,0,-35,2,-32,-18
O=C(NCCc1ccccc1F)C1CC(=O)N(c2ccccc2)C1 (stereo not drawn),-8,-3,-9,-1,8,4,12,-15,15,5,-9
Nc1c(C(=O)Nc2ccc(F)cc2)nnn1-c1cccc(C(F)(F)F)c1,-1,12,-9,-8,-12,-15,-15,-23,10,-23,-14
COc1ccc(C(=O)CSc2nnc(CNC(=O)c3ccc(OC)c(OC)c3)n2C)cc1,22,-1,13,9,.,5,-1,5,-2,4,-19
CCC(CN(C)C)Oc1cc(NCc2ccccc2)c2ncn(C(C)C)c2c1 (stereo not drawn),20,58*,-5,.,4,6,31,1,-11,-10,.
O=C(COC(=O)[C@@H]1CCCN1C(=O)c1cccs1)Nc1ccc(Br)cc1,12,2,-3,4,1,-6,-10,11,8,0,-40
COc1ccc(Oc2coc3cc(OC(=O)c4cncc(Br)c4)ccc3c2=O)cc1,1,4,-4,4,-27,2,11,0,-7,23,-28
COc1ccc(C(=O)Nc2nc(N)n(-c3ccccc3)n2)cc1,-1,27,-1,-4,-11,-1,-3,-2,14,-3,12
O=c1[nH]c(C2CCN(S(=O)(=O)c3ccc(C(F)(F)F)cc3)CC2)nc2c1nnn2Cc1cccc(F)c1,-11,10,-9,0,-12,-18,-10,2,12,1,-5
Cc1ccc(NC(=O)CSc2nc(C)c(Cc3ccccc3)c(=O)[nH]2)cc1C,15,-3,10,6,39,9,11,-1,-14,14,9
COc1ccc(Cc2nnc(SCC(=O)Nc3ncc(C)s3)o2)cc1,16,-7,-16,8,5,2,-11,-5,-2,-2,-8
CCNc1sc(C(=O)c2cccs2)c(N)c1-c1nc2ccccc2s1,-61,14,2,-19,-53,10,7,-24,3,-48,-28
Cc1cc2c(C)cc(=O)[nH]c2cc1NC(=O)CCl,30,-2,12,-2,5,-79,-17,-26,-9,-51,-40
CCC(C)NC(=O)c1ccccc1C(=O)NC(C)CC (stereo not drawn),21,-10,-15,-12,-18,3,-6,-1,2,19,-5
CN(C)S(=O)(=O)c1cccc(COC(=O)c2cnccn2)c1,14,13,15,4,-6,-3,-3,-11,-14,1,-13
Nc1ccc(S(N)(=O)=O)cc1,0,22,-4,-10,7,3,-8,-3,-18,4,-2
Cc1ccc(/C=N/NC(=O)c2ccc(NC(=O)c3ccccc3Cl)cc2)o1,4,0,24,-5,11,4,21,11,-1,11,14
Nc1ncc(S(=O)(=O)c2ccc([N+](=O)[O-])cc2)s1,15,-2,-10,-1,-9,-2,12,0,-8,-6,-23
COc1cc(S(=O)(=O)N2CCC(O)(c3cccc(C(F)(F)F)c3)CC2)ccc1-n1cnnn1,16,47,-2,14,7,-1,3,1,-10,16,0
OC(c1cccnc1)c1nc(-c2ccc3c(c2)OCO3)cs1 (stereo not drawn),-23,-4,5,-13,-38,.,10,-17,2,-21,-47
Clc1ccc(OCc2nn3c(C4CCCCC4)nnc3s2)cc1,16,57*,-13,-4,7,6,2,-3,3,17,-44
O=C(c1ccc(F)cc1)N1CCN(c2cc(N3CCCCC3)c(F)cc2[N+](=O)[O-])CC1,22,0,-4,8,11,5,10,-10,-4,18,1
CCN1C(=O)C(CC(=O)Nc2ccc(F)cc2)N(CCCN2CCN(c3ccc(F)cc3)CC2)C1=S (stereo not drawn),-12,-1,-12,-3,3,-21,16,8,-10,7,8
O=C(Oc1c(-c2ccco2)oc2ccccc2c1=O)c1cccnc1,-19,0,27,3,-17,-5,36,5,8,21,-8
CCOC(=O)N1CCC(NC(=O)CCC(=O)N2CCOc3ccc(C)cc32)CC1,-16,11,-6,-8,-6,6,-6,10,-9,12,-15
COc1ccc(NC(=O)c2cccc3cccnc23)cc1S(N)(=O)=O,2,1,-28,-12,-16,-8,-44,-16,4,-11,-25
CCOC(=O)C(=NCC1CCCO1)NNc1ccccc1Cl (stereo not drawn),-4,-32,-32,2,-12,0,0,-1,-2,-15,-4
C=C1CCC[C@]2(C)C[C@H]3OC(=O)C(CNCCN(CC)CC)[C@H]3CC12 (stereo partly drawn),5,0,41,-15,18,-6,11,-28,-7,12,-12
C=C1C(C(=O)Nc2ccccc2)C1C(=O)Nc1ccccc1 (stereo not drawn),1,-9,-14,13,3,0,-19,-1,14,13,6
O=C1c2ccccc2C(=O)C12OC(c1ccccc1)C1(C(=O)c3ccccc3C1=O)C2c1ccc([N+](=O)[O-])cc1 (stereo not drawn),-3,7,11,1,39,9,6,-10,-2,8,5
C=CCNS(=O)(=O)c1cc(S(=O)(=O)NCC=C)c(OC)cc1OC,-2,-5,-14,8,-5,0,-12,-1,13,14,-10
Cn1ncc2c(Nc3ccc(-c4ccccc4)cc3)ncnc21,-170,13,-78,-55,-21,-18,-9,-64,-2,-151,-26
CCN(CC)c1ccc(S(=O)(=O)N2CCOCC2)cc1NC(=O)COC(=O)/C=C/c1ccco1,-3,-35,7,18,7,3,1,-7,-30,4,-14
O=C(Nc1ccc(F)cc1)c1cccc(C(=O)Nc2ccc(F)cc2)c1,-27,13,17,5,7,4,9,11,-3,9,-18
O=[N+]([O-])c1cc(F)c2cccnc2c1O,11,14,-12,20,10,1,-14,-1,8,-7,-15
OC[C@@H]1CN(Cc2ccncc2)C[C@H](n2cnc3c(N4CCN(c5ccccc5)CC4)ncnc32)O1,23,22,30,66*,38,.,-4,32,8,6,31
O=C(c1cc(COc2c(F)cccc2F)on1)N1CCC(c2ccccc2F)C1 (stereo not drawn),-68,-1,-75,-26,-55,-10,-30,-17,6,-44,-37
CC(Oc1ccc(F)cc1)C(=O)Nc1ccccc1N1CCCCC1 (stereo not drawn),-7,22,3,14,6,1,18,-30,-5,-33,9

# Rows were taken by chance (roughly 4.2% active in at least one column).
